# PhoP GFP inhibition – PhoP regulon inhibitors, Salmonella typhi PhoP promoter GFP reporter, confirmatory (AID 1850); inhibition, % at 50 µM; hits with a dose series show IC50 in µM; Salmonella Typhi PhoP-promoter GFP reporter, fluorescence, 4 h; higher % means a stronger effect; 310,000 tested, 0.33% active; in the data active means a potency from the dose series; inconclusive means inhibition mostly from about 25% at the one dose, without a potency; inactive means the rest, 99 in 100 with inhibition below about 19%;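 further: 0% = induced wells with vehicle and 100% = uninduced wells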
# H37Rv inhibition – M. tuberculosis growth inhibition, HTS (AID 449762). inhibition, % at 25 µM; hits with a dose series show IC50 in µM. 330,000 tested, 0.59% active. M. tuberculosis H37Rv growth inhibition, 7H9 media; higher % means a stronger effect; in the data active means a potency from the dose series; inconclusive means inhibition above about 70% without an active follow-up result;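 further: bacterial growth assessed after seven days of incubation; strong numbers were not always called active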
# tuberculosis growth – growth inhibition of non-replicating M. tuberculosis (AID 488890); Mycobacterium tuberculosis non-replicating, growth inhibition; higher % means a stronger effect; inhibition, % at 25 µM, or IC50 in µM where a hit was titrated; 320,000 tested, 0.39% active; in the data active means a potency from the dose series; inconclusive means inhibition mostly from about 82% at the one dose, without a potency; inactive means the rest, 99 in 100 with inhibition below about 76%;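 further: plate controls were DMSO cells for no effect and high antibiotic wells for full effect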
# influenza NS1A – NS1A inhibition, H1N1 influenza, cell based functional assay (AID 504329). inhibition, % at 12.5 µM, or IC50 in µM where a hit was titrated. 340,000 tested, 0.3% active. NS1A functional cell-based assay, percent inhibition; higher % means a stronger effect; in the data active means a potency from the dose series; inconclusive means inhibition above about 27% without an active follow-up result; further: strong numbers were not always called active
# inhibitors of VEEV – inhibitors of VEEV TC-83 cytopathic effect, confirmation, Vero cells (AID 588727). Vero cells, VEEV TC-83 cytopathic effect inhibition; higher % means a stronger effect. inhibition, % at 20 µM; hits with a dose series show IC50 in µM. 350,000 tested, 0.13% active; in the data active means a potency from the dose series; inconclusive means inhibition mostly from about 14% at the one dose, without a potency; inactive means the rest, 99 in 100 with inhibition below about 12%; further: strong numbers were not always called active
# inhibitors of VEEV 10K pilot screen – also measured in inhibitors of VEEV; calls as there; inhibition, %; measured here: 10K pilot screen inhibition
# Active calls of the source: *; i = inactive; ? = inconclusive; . = not tested or not shown.
SMILES,PhoP GFP inhibition,H37Rv inhibition,tuberculosis growth,influenza NS1A,inhibitors of VEEV,others
CCCCc1cc(=O)oc2cc(OCC(=O)NC3CCN(Cc4ccccc4)CC3)ccc12,-13%,28%,28%,-3%,i,
CCOC(=O)N1CCN(C(=O)CSCC(=O)N=c2sc3ccccc3n2C)CC1,7%,-7%,-8%,-8%,7.7%,
CCCCOC(=O)C1C2C=C[C@]3(CN(C(C)c4ccc(OC)cc4)C(=O)[C@H]13)O2 (some centres undefined),7%,3%,-16%,-16%,0.6%,
CCCC1CC(C#N)N(N(C)C)C1=C(C#N)C#N (centres undefined),-2%,-2%,-10%,-21%,i,
COc1cc(/C=N/NC(=O)c2ccccc2O)ccc1OCC(=O)Nc1ccccc1,2%,4%,12%,-2%,1.1%,
O=C(c1ccco1)N1CCC(c2nc3c(nnn3Cc3c(Cl)cccc3Cl)c(=O)[nH]2)CC1,6%,2%,26%,2%,0.8%,
O=C(c1ccc(O)c(Cl)c1)N1CCN(S(=O)(=O)c2ccccc2)CC1,6%,0%,6%,-6%,4.2%,
O=C(CNC(=O)c1ccc(Cl)cc1Cl)NCC(=O)Nc1ccccc1N1CCOCC1,10%,-8%,6%,-8%,1.4%,
CC(C)N1CCN(CC2COc3ccccc3O2)CC1 (centres undefined),-4%,-5%,-14%,-7%,0.7%,
Cc1c(NC(=O)C(C)Sc2nccn2C)c(=O)n(-c2ccccc2)n1C (centres undefined),.,-12%,-2%,-7%,0.7%,
Cc1cccc(NC(=O)N(Cc2nc3ccccc3c(=O)[nH]2)C2CCCC2)c1,0%,-5%,33%,-2%,2.0%,
C=C(c1ccc(OCCO)cc1)c1ccc(OCCO)cc1,-1%,6%,3%,2%,3.4%,
CC(C)Nc1nnc(SCC(=O)N2CCN(C(=O)c3ccco3)CC2)s1,.,5%,2%,-6%,1.2%,
C/C(=N\NC(=O)c1ccccc1OCc1ccc(F)cc1)c1ccccn1,.,?,2.8µM*,-8%,9.5%,
CCC1(CC)C(=O)C2=C3C1[C@H](C(=O)OC)CC(C(=O)OC)C[C@H]3[C@H]1C(=O)N(c3ccccc3)C(=O)[C@H]1[C@H]2C (some centres undefined),8%,1%,-1%,-9%,0.6%,
N#Cc1ccc(C(=O)OCC(=O)N2CCCC2)cc1,-8%,5%,6%,6%,0.6%,
CC(C)(CNC(=O)C1c2ccccc2-c2ccccc21)N1CCOCC1,7%,-1%,22%,-5%,0.5%,
CCCn1c(O)c(CN2CCCC(C)C2)c(C)c(C#N)c1=O (centres undefined),-14%,-8%,-10%,15%,i,
CSc1ccc(C(=S)N2CCCC2)cc1,-4%,2%,6%,9%,0.4%,
Cc1sc(-c2ccncc2)nc1OC(=O)c1ccccc1,1%,34%,?,-1%,8.9%,
COc1ccc([N+](=O)[O-])cc1NC(=O)c1ccc(N2C(=O)CCC2=O)cc1,14%,-7%,-4%,-24%,1.9%,
O=C(CN1CCN(Cc2ccc(F)cc2Cl)CC1)NCc1ccccc1,2%,9%,23%,-1%,1.1%,
CCOC(=O)N1CCC(NCCNC(=O)c2cccs2)CC1,-2%,-3%,-5%,10%,0.2%,
O=C(CCCCCn1c(=S)[nH]c2ccc(N3CCOCC3)cc2c1=O)NCc1ccc(Cl)cc1,5%,-2%,-14%,5%,1.4%,
COc1ccc(-c2ccc(=O)n(Cc3cccc([N+](=O)[O-])c3)n2)cc1,0%,0%,30%,-9%,i,
CCOc1ccccc1CN1CCNC(=O)C1CC(=O)NCc1ccccn1 (centres undefined),-6%,0%,17%,5%,i,
COc1ccccc1NC(=O)Cc1nnc(SCC(=O)Nc2nccs2)n1C,-2%,0%,2%,-2%,0.5%,
Cc1cc(C(=O)NCCc2ccc(Cl)cc2)no1,-1%,8%,25%,0%,0.8%,
C[C@H](NC(=O)c1ccco1)C(=O)Nc1ccc2c(c1)OCO2,4%,-7%,7%,-6%,0.5%,
O=C(NC1CCN(Cc2ccccc2)CC1)c1ccccc1,3%,-1%,-6%,-1%,i,
CCN1CCN(C(=O)CCc2nc3ccccc3n2-c2ccccc2)CC1,-17%,-10%,-11%,-6%,i,
COc1cccc(/C=C/C(=O)OCC(=O)Nc2cc(S(=O)(=O)N3CCOCC3)ccc2C)c1,10%,4%,11%,0%,2.4%,
COc1cc(N=Nc2ccc3ccccc3c2)ccc1O,6%,38µM*,62%,10%,4.5%,
Cc1ccc(-c2nnn(CC(=O)Nc3ccccc3N3CCOCC3)n2)cc1,-3%,3%,9%,0%,i,
Cc1[nH]nc2c1C(c1ccoc1)C(C#N)=C(N)O2 (centres undefined),18%,-6%,-34%,5%,6.3%,
Cn1c(N/N=C/c2cccs2)cc(=O)n(C)c1=O,-3%,-5%,-5%,3%,1.6%,
CN(C)CCN(C(=O)C1CCN(S(=O)(=O)c2cccs2)CC1)c1nc2ccccc2s1,-3%,-3%,-9%,-1%,1.8%,
CCN1C(=O)C2C(C1=O)N1C(c3cccs3)C3C(=O)N(CC)C(=O)C3N1C2c1cccs1 (centres undefined),-7%,-6%,5%,9%,0.6%,
O=C(NCCN1CCOCC1)c1ccc(S(=O)(=O)Nc2ccccc2)cc1,.,-1%,-4%,3%,1.2%,
Cc1ccc(NC(=O)C2CCCN2S(=O)(=O)c2ccc3c(c2)CCC(=O)N3)cc1Cl (centres undefined),-10%,-1%,21%,3%,1.6%,
CCN1CCN(S(=O)(=O)c2ccc(Cl)c(C(=O)Nc3ccc(OC(F)F)cc3)c2)CC1,-4%,-2%,1%,0%,2.0%,
CCCNC(=O)c1ccccc1NC(=O)c1ccccc1N(C)S(=O)(=O)c1ccccc1,3%,3%,13%,-4%,i,
COc1cccc(NC(=O)Nc2ccc3c(c2)N(C)C(=O)CS3)c1,-5%,37%,21%,-5%,7.2%,inhibitors of VEEV 10K pilot screen=8.8
COc1ccc(OCCSc2nnc(-c3cccnc3)n2N)cc1,-2%,-10%,9%,10%,i,
Cc1cccc(-n2c(-c3cccs3)nc3ccccc3c2=O)c1,-6%,-3%,-5%,-7%,0.4%,
CC(C)(C)OC(=O)N1CCC(C(=O)Nc2ccc3c(c2)CCC3)CC1,.,0%,13%,2%,8.0%,
CCCCC1=CC2=C(c3ccco3)C(=O)C(C)(OC(=O)c3ccc(OC)cc3)C(=O)C2=CN1CCCOC(C)C (centres undefined),-12%,-2%,45%,5%,0.7%,
COc1ccccc1/C=C1\SC(=S)N(CCC(=O)Nc2cccc(O)c2)C1=O,-4%,-3%,-7%,3%,1.3%,
COc1cccc(/C=N/NC(=O)CC(=O)NCCc2ccc(OC)c(OC)c2)c1,-9%,-5%,-10%,0%,0.4%,
CN(C(=O)CSc1nc(C2CC2)nc2ccccc12)c1nc(-c2ccccc2)cs1,-9%,-19%,7%,-7%,3.8%,
# (continued)
SMILES,PhoP GFP inhibition,H37Rv inhibition,tuberculosis growth,influenza NS1A,inhibitors of VEEV,others
C/C(Cn1nnc([N+](=O)[O-])n1)=N\NC(=O)c1ccccc1O,4%,6%,24%,1%,0.1%,
COc1ccc(/C=C/C(=O)NCCc2c[nH]c3ccccc23)cc1OC,-1%,8%,2%,-1%,8.3%,
COc1ccc(Cn2c(=O)[nH]c3cc(C(=O)NCCCN4CCCC4=O)ccc3c2=O)cc1,-2%,-5%,5%,11%,3.4%,
COc1ccc(CNC(=O)C2CCN(S(=O)(=O)N3CCOCC3)CC2)cc1,1%,2%,4%,5%,0.5%,
COC(=O)c1ccccc1-c1cn(C)c2ccccc2c1=O,-6%,-1%,7%,-32%,i,
CCC(=O)Nc1ccc2nn(-c3ccc(F)cc3)nc2c1,0%,14%,42%,3%,1.9%,
Cn1c2ccccc2c2cc(C(=O)O)ccc21,-12%,-8%,7%,-20%,0.1%,
Cc1ccc(S(=O)(=O)N(CC(=O)N/N=C/c2cccc3c2OCCO3)c2ccccc2F)cc1,-14%,0%,52%,-12%,1.3%,
Cc1ccc(S(=O)(=O)N2CCOCC2)cc1NC(=O)CSc1nnc2n1CCCCC2,.,1%,-1%,-10%,2.2%,
COc1ccc(C(=O)Nc2ccc(N3CCN(C)CC3)cc2)cc1[N+](=O)[O-],6%,2%,1%,0%,2.6%,

# Five entries picked at random from the list so far, as already listed:
SMILES,PhoP GFP inhibition,H37Rv inhibition,tuberculosis growth,influenza NS1A,inhibitors of VEEV,others
Cc1ccc(S(=O)(=O)N2CCOCC2)cc1NC(=O)CSc1nnc2n1CCCCC2,.,1%,-1%,-10%,2.2%,
COC(=O)c1ccccc1-c1cn(C)c2ccccc2c1=O,-6%,-1%,7%,-32%,i,
C/C(Cn1nnc([N+](=O)[O-])n1)=N\NC(=O)c1ccccc1O,4%,6%,24%,1%,0.1%,
COc1ccc(C(=O)Nc2ccc(N3CCN(C)CC3)cc2)cc1[N+](=O)[O-],6%,2%,1%,0%,2.6%,
CCC(=O)Nc1ccc2nn(-c3ccc(F)cc3)nc2c1,0%,14%,42%,3%,1.9%,

# Next structures:
SMILES,PhoP GFP inhibition,H37Rv inhibition,tuberculosis growth,influenza NS1A,inhibitors of VEEV,others
COc1ccc(/C=N/OCc2ccccc2C#N)c(OC)c1,-2%,-3%,-3%,-10%,0.3%,
Cc1cc(NC(=O)c2ccccc2-c2ccccc2)ccc1Br,11%,16%,42%,-8%,3.4%,
Cc1cccc2[nH]c(CN(C)C(=O)CC3C(=O)NCCN3CC(C)(C)C)nc12 (centres undefined),-9%,5%,-3%,5%,i,
CCn1c(CC(=O)Nc2ccccc2)nnc1SCC(=O)NC1CCCC1,0%,-3%,-10%,-3%,i,
CSc1nnc(C2CCCN(CC(=O)Nc3ccccc3N3CCOCC3)C2)n1C(C)C (centres undefined),10%,3%,-8%,-2%,1.5%,
COc1ccc(Cn2c(O)c(C=Nc3ccc(OC)cc3)c3ccccc3c2=O)cc1,3%,6%,-9%,-4%,0.2%,
Cc1cccc(C)c1NC(=O)CN1N=NC2C(=O)N(c3cccc(Cl)c3)C(=O)C21 (centres undefined),-7%,3%,-4%,-1%,0.1%,
Cc1cccc(C)c1OCc1cc(C(=O)N2CC3C[C@@H]4CC2C[C@H](C3)C4)no1,-8%,16%,58%,-14%,4.6%,
COC(=O)Cc1ccc(NC(=S)NCCSc2ccc(Cl)cc2)cc1,0%,1%,?,12%,i,
O=C(NC1CCCCC1)C(c1ccco1)N(CCc1ccccc1)C(=O)C(F)(F)F (centres undefined),-10%,-1%,-8%,9%,5.5%,
COc1ccc(CCNC(=O)C2CCCCC2C(=O)O)cc1OC (centres undefined),5%,2%,-2%,.,.,
CCOC(=O)CC1(NC(=O)C2CCC(=O)N(CCc3ccc(OC)cc3)C2)CCCCC1 (centres undefined),-1%,-7%,8%,2%,0.9%,
CCn1c2ccccc2c2cc(C3C(C#N)=C(N)Oc4n[nH]c(COC)c43)ccc21 (centres undefined),1%,2%,22%,-2%,2.0%,
O=S(=O)(N/N=C1\CCCc2ccccc21)c1ccccc1,.,-4%,21%,2%,0.5%,
CSc1nnc(N2C(=O)C(O)=C(C(=O)c3ccco3)C2c2ccccc2)s1 (centres undefined),-10%,-1%,31%,-5%,1.8%,
O=C(NCC1CC1(Cl)Cl)Nc1ccc(Cl)c(Cl)c1 (centres undefined),10%,?,66%,4%,i,
Cc1ccc(C)c2[nH]c(=O)c(CN(CCN3CCCC3)C(=O)Nc3cccc(Cl)c3)cc12,3%,?,77%,-3%,5.7%,
CCCn1nnnc1NC(=O)c1cccs1,-12%,?,?,7%,i,
CN(C(=O)COC(=O)c1ccccc1NCCO)C1CCS(=O)(=O)C1 (centres undefined),7%,-7%,-25%,-7%,5.0%,
Cc1cnc(C(=O)OC(C)C(=O)Nc2cccc3ccccc23)cn1 (centres undefined),7%,-2%,-3%,-3%,i,

# Three structures out of the list, sorted by number of heavy atoms, ascending:
SMILES,PhoP GFP inhibition,H37Rv inhibition,tuberculosis growth,influenza NS1A,inhibitors of VEEV,others
Cn1c(N/N=C/c2cccs2)cc(=O)n(C)c1=O,-3%,-5%,-5%,3%,1.6%,
Cc1sc(-c2ccncc2)nc1OC(=O)c1ccccc1,1%,34%,?,-1%,8.9%,
Cc1ccc(NC(=O)C2CCCN2S(=O)(=O)c2ccc3c(c2)CCC(=O)N3)cc1Cl (centres undefined),-10%,-1%,21%,3%,1.6%,

# (cont.)
SMILES,PhoP GFP inhibition,H37Rv inhibition,tuberculosis growth,influenza NS1A,inhibitors of VEEV,others
Cn1ncc(Cl)c1C(=O)N1CCN(S(=O)(=O)c2ccc(Cl)s2)CC1,-3%,-17%,-15%,-4%,5.7%,
COCCN(C(=O)c1csnn1)C(C(=O)NC1CCCC1)c1ccccc1F (centres undefined),-3%,-7%,7%,3%,0.1%,
CN1CCN(C(=O)C2CCCN(S(=O)(=O)c3ccc(Cl)cc3)C2)CC1 (centres undefined),0%,-7%,-10%,-8%,i,
COc1cc2c(cc1OC)CN(C(=O)c1cc3ccccc3oc1=O)CC2,2%,-7%,0%,-1%,3.9%,

# High-throughput results from PubChem.
